# Compound activity as filed in PubChem.
# tim23-1 inh – growth inhibitors of tim23-1 mutant yeast. S. cerevisiae tim23-1 growth, BacTiter-Glo luminescence, 24 h. inhibition, % at 20 µM. 330,000 compounds, 1.3% hits. AID 463212;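 active = growth inhibition of the mutant yeast at or above 50%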;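 also: temperature-sensitive mutant grown at 25 °C; plate controls were DMSO-treated mutant yeast for no effect and medium wells lacking yeast for full effect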
# TIM10 inh – inhibits growth of TIM10 yeast strain; S. cerevisiae TIM10 strain growth, BacTiter-Glo luminescence, 24 h; inhibition, % at 10 µM; 330,000 compounds, 1.4% hits; AID 463195;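 active = inhibition of 40% or more at the single tested concentration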;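 also: wild-type TIM10 isogenic control strain grown at permissive 25 °C; 0% = DMSO yeast wells and 100% = minimal medium wells without yeast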
# Mdm2 MdmX PPI – inhibitors of human Mdm2/MdmX interaction; O15151+Q00987; SaOS-2 split-luciferase Mdm2/MdmX complementation, luminescence; inhibition, % at 8 µM; 330,000 compounds, 3% hits;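 active = inhibition of at least 50% at 8 µM in the primary screen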
# Target sequence (O15151 whole entry, looked up): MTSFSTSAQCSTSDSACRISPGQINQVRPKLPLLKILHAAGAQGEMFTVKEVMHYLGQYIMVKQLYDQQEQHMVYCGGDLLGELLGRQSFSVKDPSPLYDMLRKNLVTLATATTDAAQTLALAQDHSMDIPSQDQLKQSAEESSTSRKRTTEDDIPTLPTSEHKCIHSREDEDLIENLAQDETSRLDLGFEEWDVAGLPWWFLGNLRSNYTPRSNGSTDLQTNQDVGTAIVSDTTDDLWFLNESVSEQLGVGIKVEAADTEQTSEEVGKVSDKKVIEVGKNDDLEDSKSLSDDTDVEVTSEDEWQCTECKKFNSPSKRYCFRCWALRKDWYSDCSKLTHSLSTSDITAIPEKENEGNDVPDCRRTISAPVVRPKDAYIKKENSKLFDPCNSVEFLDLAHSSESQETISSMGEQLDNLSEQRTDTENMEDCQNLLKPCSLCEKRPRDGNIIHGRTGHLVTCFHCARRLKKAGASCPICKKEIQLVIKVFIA
# Target sequence (Q00987 whole entry, looked up): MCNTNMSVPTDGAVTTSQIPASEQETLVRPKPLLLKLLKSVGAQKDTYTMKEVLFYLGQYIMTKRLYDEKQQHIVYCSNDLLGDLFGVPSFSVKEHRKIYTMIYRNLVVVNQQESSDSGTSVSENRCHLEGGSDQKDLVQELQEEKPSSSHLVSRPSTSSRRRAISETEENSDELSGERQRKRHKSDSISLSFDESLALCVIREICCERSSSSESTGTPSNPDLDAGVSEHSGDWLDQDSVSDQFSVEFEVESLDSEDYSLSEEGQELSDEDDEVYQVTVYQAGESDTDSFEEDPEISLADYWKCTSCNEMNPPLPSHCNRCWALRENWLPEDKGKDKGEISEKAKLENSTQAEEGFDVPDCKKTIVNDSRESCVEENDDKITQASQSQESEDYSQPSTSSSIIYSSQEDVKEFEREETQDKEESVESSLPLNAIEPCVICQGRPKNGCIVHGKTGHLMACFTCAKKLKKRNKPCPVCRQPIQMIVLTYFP
# NR3A LBD binder – modulators (binders) of human NR3A ligand-binding domain; Tm shift relative to glycine control, % at 25 µM; NR3A LBD differential scanning fluorimetry, Tm shift; 0% = protein alone, 100% = glycine-bound protein; 340,000 compounds, 2.5% hits; AID 1259313;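 active = melting temperature shift of at least 10% of the positive control shift, at one fixed dose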
# tim10-1 inh – tim10-1 yeast growth inhibition; S. cerevisiae tim10-1 ts strain growth, BacTiter-Glo, 24 h; inhibition, % at 20 µM; 330,000 compounds, 2.2% hits;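 active = inhibition of at least 40%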;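 also: mutant grown at 25 °C; 0% = DMSO wells with yeast and 100% = wells holding no yeast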
# APJ agonist – APJ receptor agonism; CHO-K1 APJ PathHunter beta-arrestin, luminescence; 0% DMSO wells, 100% apelin; activation, % at 20 µM; 330,000 compounds, 0.11% hits; AID 2520;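 active = activation more than six SD over the plate average, tested at 20 µM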;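 also: 0% = DMSO alone and 100% = apelin-13 at 10 nM; some results filed as inactive read as strong as hits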
#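 system = engineered CHO-K1 APJ arrestin reporter cells | input = 1000 cells per well | timing = overnight seeding, 90 min compound at 25 °C, 1 h detection | measured by = enzyme-fragment complementation luminescence | read-out = beta-arrestin recruitment to APJ as agonist activity, luminescent signal | control set = negative DMSO alone, positive Apelin-13 at 10 nM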
# CHOP UPR activ – apoptotic UPR (CHOP) activation; CHO-CHOP luciferase reporter, luminescence; percent of tunicamycin response over DMSO baseline; AID 449763; 330,000 compounds, 0.34% hits; activation, % at 10 µM;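 active = at 10 µM dose, activation of 40% or more, normalized to positive control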;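 also: 100% = tunicamycin at 10 µg/mL and 0% = DMSO alone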
#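 measured by = luciferase luminescence | assay system = CHO-CHOP cells, stable luciferase reporter of PERK-eIF2a-CHOP signalling | amount = 500 reporter cells seeded per well | timing = 6 h compound exposure at 37 °C after overnight seeding | controls = positive tunicamycin 10 µg/mL, negative DMSO alone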
# XBP1 UPR activ – activators of adaptive arm of unfolded protein response (XBP1); CHO-XBP1 luciferase reporter, IRE1-XBP1 UPR activation, luminescence; percent of tunicamycin response, DMSO as zero; activation, % at 20 µM; 330,000 compounds, 0.33% hits;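 active = versus positive control, 20 µM dose yields 30% or more activation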;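 also: 100% = tunicamycin at 10 µg/mL and 0% = DMSO only wells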
#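 Material: CHO-XBP1 cells stably carrying IRE1-XBP1-driven luciferase reporter | Medium: F12 with 10% serum | Compound dosing: 20 µM single concentration, DMSO 1% | Incubation: Overnight seeding at 37 °C, 6 h compound treatment at 37 °C | Detection: Steady-Glo luminescence read | Read-out basis: % activation of reporter signal versus tunicamycin and DMSO controls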
# NALP3 yeast inh – blocks the NALP3 inflammasome reconstituted in yeast; 330,000 compounds, 0.39% hits; inhibition, % at 10 µM; Yeast reconstituted NLRP3/ASC/caspase-1, beta-gal luminescence, 24 h;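 active = inhibition of 50% or more; inactive = inhibition below 50%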;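 also: plate controls were induced DMSO wells for no effect and uninduced yeast grown without galactose for full effect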
# * hit, by the source's call; nt = no result given.
SMILES,tim23-1 inh,TIM10 inh,Mdm2 MdmX PPI,NR3A LBD binder,tim10-1 inh,APJ agonist,CHOP UPR activ,XBP1 UPR activ,NALP3 yeast inh
O=C(Nc1ccc(O)cc1)C1CC=CCC1 (centres undefined),-11,-7,10,-3,23,8,-0.9,-1,10
Cc1ccc(C(=O)C2=C(O)C(=O)N(Cc3cccnc3)C2c2ccc(Cl)cc2)o1 (centres undefined),-3,5,-8,-1,-19,-1,3.0,-2,-3
CCOC(=O)c1cc2occc2n1Cc1c(F)cccc1Cl,4,23,10,0,16,-6,-0.8,-2,15
COc1cccc(-c2ncc3ccccc3c2COC(=O)CCCC(=O)O)c1,9,3,16,0,-6,-4,-1.4,-1,18
Cc1cc(OC(F)F)ccc1NC(=O)Nc1ccc([N+](=O)[O-])cc1,-1,27,96*,3,20,-1,1.2,4,11
CC(C)Oc1cccc(C(=O)NC(=S)Nc2cccc(C(F)(F)F)c2)c1,14,16,41,-4,29,-5,1.7,1,2
N#CC1(NC(=O)COc2ccc3ccc(=O)oc3c2)CCCCC1,-2,8,12,0,-8,4,0.0,-1,10
CCOc1ccccc1NC(=O)NNS(=O)(=O)c1cc(C)ccc1C,16,10,21,0,11,-8,2.0,-3,18
COc1ccc(-c2cc(=O)oc3c(C)c(OCc4nn[nH]n4)ccc23)cc1,8,-19,8,-2,23,1,-1.1,1,3
CC(=O)Oc1ccccc1C1OCCN1C(C)=O (centres undefined),15,-7,-2,0,4,7,-0.9,1,9
O=C(CCN1C(=O)/C(=C\c2ccccc2)SC1=S)NNC(=O)c1cccnc1,-8,-19,-2,1,-7,1,2.8,-1,3
Cc1cc(=O)cc(C)n1-c1ccccc1N,0,2,11,0,-10,-1,-2.7,-1,10
CCCO/N=C1/C(=O)N(c2ccccc2)c2ccccc21,28,9,-25,-1,18,-3,4.7,2,23
CC(C)(C)OC(=O)C[C@H]1C/C=C\C[C@H](CC(=O)N(CCO)Cc2ccccc2)C(=O)N[C@H](C(C)(C)C)COC1=O,7,2,9,0,2,0,-0.7,0,16
O=C(CSc1nnc(CNc2ccc(F)cc2)n1Cc1ccccc1)NCc1ccccc1,-8,39,11,2,22,2,0.1,-3,11
Nc1cccc(NC(=O)CCC(=O)NCc2ccco2)c1,-2,0,6,0,-4,-4,1.5,-4,9
CCOC(=O)C1=C(C)N(CCCC(=O)O)C(=O)NC1c1ccc(Cl)cc1Cl (centres undefined),14,-3,5,3,-3,7,0.4,-1,18
CN1C(=O)Cc2cc(S(=O)(=O)N3CCOCC3)ccc21,-29,3,-37,0,12,1,-4.4,0,4
O=C(c1ccco1)N1CCN(C(=O)C2CC2)CC1,0,9,30,1,4,-2,-0.9,-1,-1
CCc1cc(CNC(=O)c2ccc(OC)c(OC3CCN(C(C)C)CC3)c2)on1,-1,8,-4,3,-3,4,1.4,-2,1
C[n+]1ccccc1/C=C/c1ccc(F)c(F)c1,5,-3,-12,-3,6,-2,-1.2,-4,2
Cc1ccccc1OCCN1C(=O)NC2(CCc3ccccc32)C1=O (centres undefined),38,20,-19,-1,23,-1,2.3,-1,-7
CN1/C(=C\C=Nc2cc(S(=O)(=O)N3CCOCC3)ccc2N2CCOCC2)C(C)(C)c2ccccc21,5,11,2,-2,12,-3,0.3,-2,5
CC(CCc1ccccc1)NC(=O)C1CCCN(C(=O)c2cc3sccc3n2C)C1 (centres undefined),14,8,26,-8,22,-4,0.6,-2,17
COc1cc(C(=S)N2CCOCC2)ccc1OC(=O)c1cccc(C)c1,30,0,23,0,-2,-1,-0.2,-5,17
Cc1ccc(S(=O)(=O)N2CCCN(C(=O)c3ccc(-n4nccc4C)cc3)CC2)cc1,23,17,5,-1,31,1,-0.4,2,16
COc1cccc(-c2nc3ccccc3s2)c1,24,11,-119,3,23,-3,2.0,-4,14
CCc1nnc(NC(=O)c2ccc(-c3ccccc3F)o2)s1,-3,-27,-4,-2,25,-1,0.5,3,12
CCOC(=O)N1CCC(NC(=O)c2ccc3c(c2)sc2nc(-c4ccccc4)cn23)CC1,1,6,-19,-22,-3,2,7.9,0,27
COc1cccc(CN(C(=O)c2ccc([N+](=O)[O-])cc2)C2CCS(=O)(=O)C2)c1 (centres undefined),-2,4,17,-3,1,3,-3.4,-2,11

# Overlap with the part before: 6 entries; new compounds follow.
SMILES,tim23-1 inh,TIM10 inh,Mdm2 MdmX PPI,NR3A LBD binder,tim10-1 inh,APJ agonist,CHOP UPR activ,XBP1 UPR activ,NALP3 yeast inh
COc1cc(C(=S)N2CCOCC2)ccc1OC(=O)c1cccc(C)c1,30,0,23,0,-2,-1,-0.2,-5,17
Cc1ccc(S(=O)(=O)N2CCCN(C(=O)c3ccc(-n4nccc4C)cc3)CC2)cc1,23,17,5,-1,31,1,-0.4,2,16
COc1cccc(-c2nc3ccccc3s2)c1,24,11,-119,3,23,-3,2.0,-4,14
CCc1nnc(NC(=O)c2ccc(-c3ccccc3F)o2)s1,-3,-27,-4,-2,25,-1,0.5,3,12
CCOC(=O)N1CCC(NC(=O)c2ccc3c(c2)sc2nc(-c4ccccc4)cn23)CC1,1,6,-19,-22,-3,2,7.9,0,27
COc1cccc(CN(C(=O)c2ccc([N+](=O)[O-])cc2)C2CCS(=O)(=O)C2)c1 (centres undefined),-2,4,17,-3,1,3,-3.4,-2,11
Cc1ccsc1C(=O)N(C)CC(=O)Nc1ccccc1Br,-5,6,2,0,-4,-3,-2.1,-1,13
COc1ccc(C2C3=C(CC(C)(C)CC3=O)Oc3ncn4nc(-c5cccnc5)nc4c32)cc1 (centres undefined),-7,4,23,0,5,1,0.7,6,6
CCOc1cc(NC(=S)NCCCN(C)C)c(OCC)cc1NC(=O)C1CC1,4,11,4,-1,-1,-3,-1.5,2,23
O=C(c1ccc(Cl)s1)N1CCN(S(=O)(=O)c2ccc(Cl)cc2)CC1,-4,1,5,-1,-16,1,5.9,-3,33
C/C(=N\NC(=O)C1(C)CC1(Br)Br)c1ccc(NC(=O)c2ccc(C)o2)cc1 (centres undefined),24,15,7,-7,27,2,4.4,2,1
CC(=O)Nc1nc(C(F)(F)F)cs1,10,10,-16,1,15,0,1.5,-3,11
O=c1[nH]c(/C=C2\C=Nc3ccccc32)c(O)n1Cc1ccccc1F,-5,-6,36,10*,12,3,-1.9,0,-3
C[C@@H]1C(c2ccccc2)=NN(c2ccccc2)[C@H]1C(=O)N1CCOC1=O,54*,11,38,-3,32,nt,2.2,2,nt
O=C(NCc1ccccc1)C1CCN(C(=O)Cc2ccccc2)CC1,4,1,13,-2,3,-5,1.8,-2,9
CCCN1C(=O)c2ccccc2NC1c1ccc(Cl)cc1 (centres undefined),22,-3,-7,0,-1,-3,1.7,-4,40
COc1cc(OC)c(OC)cc1CNCc1ccco1,7,8,-17,-2,13,-5,-0.2,3,11
CC1CCCC(N2C(=O)NC(NC(=O)c3ccco3)(C(F)(F)F)C2=O)C1C (centres undefined),21,7,-3,-3,47*,-6,-0.1,-2,-3
CC(=O)Nc1ccc(S(=O)(=O)N(C)c2ccc(OCC(=O)OCC(=O)N3CCCCC3)cc2)cc1,-2,0,14,-1,2,-3,-1.0,-2,-1
O=C(Nc1c[nH]c2c(Cl)cccc2c1=O)N1CCN(c2ccccn2)CC1,16,4,4,5,12,-3,2.7,-2,16
Cc1ccc(N(C(=O)c2csnn2)C(C(=O)NC2CCCCC2)c2ccccn2)c(C)c1 (centres undefined),3,11,15,0,5,-3,0.9,-2,3
Cc1ccc(NC(=O)CNNC(=O)c2cccc([N+](=O)[O-])c2)cc1[N+](=O)[O-],7,-1,17,0,3,-1,2.0,2,10
COc1ccc(NS(=O)(=O)c2cccc(C(=O)NCC3CCCO3)c2)cc1 (centres undefined),10,11,14,2,2,6,1.7,-4,9
CN(C)S(=O)(=O)c1ccc(Cl)c(NC(=O)CN2C(=O)NC(C)(C3CC3)C2=O)c1 (centres undefined),15,-9,-17,-2,-1,0,0.1,-1,-6
CCc1oc(C(=O)O)cc1CN(CC)CC,-4,7,-4,2,15,-3,-2.2,-6,7
Cc1ccccc1NC(=O)CCNS(=O)(=O)c1cccc2nsnc12,2,-11,8,-1,3,1,-1.9,-5,10
COC(=O)c1ccccc1NC(=O)C1CC(=O)N(c2ccc(C)c(C)c2)C1 (centres undefined),7,13,9,-1,12,-3,-0.5,2,20
CCn1c(C)nnc1SCC(=O)Nc1ccccc1OC,-2,6,15,2,-4,-4,-1.4,-1,1
O=C(NCc1ccccn1)Nc1ccccc1F,-2,9,5,-2,7,-3,5.3,-5,8
O=C(c1ccco1)N1CCN(C2=NS(=O)(=O)c3ccccc32)CC1,11,-4,12,-3,4,-1,-2.3,2,3
O=C(CC1SC(=NC2CCCCC2)NC1=O)Nc1ccccc1 (centres undefined),19,-5,13,-1,4,-1,2.2,-2,18
COc1cc(NC(=O)c2ccc(S(=O)(=O)N(C)c3ccccc3)cc2)cc(OC)c1,18,-3,36,-5,8,2,2.8,-3,34
O=S(=O)(N/N=C1/CC(c2ccccc2)Oc2ccccc21)c1ccc(Br)cc1 (centres undefined),29,29,-2,21*,41*,-3,-1.2,2,-13
CCc1nnc(NS(=O)(=O)c2ccc(NC(=O)c3cccc4ccccc34)cc2)s1,10,18,11,-32,9,-2,-1.2,2,6
O=C(Nc1ccc(F)cc1Cl)C1CCN(C(=O)Nc2ccccc2)CC1,9,9,23,0,14,6,3.7,-1,14
C=C(C)CSc1cc(C)c(C#N)c2nc3ccccc3n12,12,27,7,-25,32,-2,-0.3,-4,4
COc1cccc(C2C(C(=O)Nc3ccccc3)=C(C)N=c3s/c(=C/c4ccc(OCC(=O)O)cc4)c(=O)n32)c1 (centres undefined),26,5,-10,-7,20,-3,-3.3,-4,10
O=C(CN1CCOCC1)NCc1ccccc1Cl,9,-16,-1,0,2,-1,1.9,0,6
COc1ccc(-c2cnc(NCc3cc4c(cc3[N+](=O)[O-])OCO4)n2C)cc1,-18,-1,-47,0,15,2,-0.4,-1,10
Cn1nnnc1SCCNC(=O)C1CCC(=O)N(Cc2ccc(Cl)cc2)C1 (centres undefined),3,2,8,-1,-2,2,1.7,-2,9
C[C@@H](C(=O)Nc1ccc2ccccc2c1)[C@H]1C[C@]1(C)[C@H](NC(=O)c1cnccn1)c1ccccc1,33,29,11,-2,28,-1,1.7,-2,3
CCOC(=O)N1CCN(CC(=O)N2c3ccccc3CCc3ccccc32)CC1,18,7,5,2,15,-1,-1.3,0,-1
O=C(CSc1nc(=O)n2ccccc2n1)N1CCC(Cc2ccccc2)CC1,-7,-2,7,-1,-5,2,-0.1,0,12
CCNc1nc(C23CC4CC(CC(C4)C2)C3)cs1,33,2,-5,-1,29,-3,-0.7,-3,26
